PTHR1 agonist = agonists of human PTHR1 parathyroid hormone receptor | actives 0.075% (n = 410,000) | HEK293 GP2 PTHR1 cells, GloSensor cAMP luminescence, 1 h | Q03431 | Potency, µM (titrated, usually from 115 µM), without a hit: at the highest dose activation, most hits filed as activators; further: potency means the concentration at half of the fitted maximal effect; nearly all actives have a fitted effect of over 55% in size; some results filed as inactive show a strong effect at the top dose; inactives centre near -15; many of its hits are not listed in these tables
Target sequence (Q03431 whole entry, looked up): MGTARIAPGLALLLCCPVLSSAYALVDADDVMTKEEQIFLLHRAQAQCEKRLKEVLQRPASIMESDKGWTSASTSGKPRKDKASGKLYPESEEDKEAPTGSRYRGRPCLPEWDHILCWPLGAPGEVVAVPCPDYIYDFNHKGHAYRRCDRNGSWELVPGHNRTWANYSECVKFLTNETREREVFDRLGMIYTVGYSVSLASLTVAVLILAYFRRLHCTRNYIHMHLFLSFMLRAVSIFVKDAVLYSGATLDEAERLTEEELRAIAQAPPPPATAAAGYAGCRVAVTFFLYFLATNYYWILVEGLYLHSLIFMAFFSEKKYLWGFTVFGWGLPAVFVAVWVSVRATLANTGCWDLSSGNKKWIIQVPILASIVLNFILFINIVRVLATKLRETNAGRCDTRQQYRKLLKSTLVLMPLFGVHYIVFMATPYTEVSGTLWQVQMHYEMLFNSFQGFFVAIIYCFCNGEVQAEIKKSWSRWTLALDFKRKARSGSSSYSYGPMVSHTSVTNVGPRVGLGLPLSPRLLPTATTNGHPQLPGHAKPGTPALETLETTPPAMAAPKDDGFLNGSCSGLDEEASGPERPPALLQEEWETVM
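HEK-293-derived GP2 cells expressing PTHR1 and a GloSensor cAMP reporter, 3,000/well, plated overnight, given luciferin plus IBMX (each 0.5 mM as added) for 1 h at 37 °C, then compound for 1 h at 37 °C. Luminescence was read after 15 min at room temperature.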
DRD3 agonist = D3 dopamine receptor (human) agonism; P35462; D3R DiscoveRx beta-arrestin cells, luminescence, 90 min; max activation, %; actives 0.58% (n = 410,000); in the data active means max activation above about 30%; further: 0% is about no effect; mostly tested at two doses, the higher about 12 µM
Target sequence (P35462 whole entry, looked up): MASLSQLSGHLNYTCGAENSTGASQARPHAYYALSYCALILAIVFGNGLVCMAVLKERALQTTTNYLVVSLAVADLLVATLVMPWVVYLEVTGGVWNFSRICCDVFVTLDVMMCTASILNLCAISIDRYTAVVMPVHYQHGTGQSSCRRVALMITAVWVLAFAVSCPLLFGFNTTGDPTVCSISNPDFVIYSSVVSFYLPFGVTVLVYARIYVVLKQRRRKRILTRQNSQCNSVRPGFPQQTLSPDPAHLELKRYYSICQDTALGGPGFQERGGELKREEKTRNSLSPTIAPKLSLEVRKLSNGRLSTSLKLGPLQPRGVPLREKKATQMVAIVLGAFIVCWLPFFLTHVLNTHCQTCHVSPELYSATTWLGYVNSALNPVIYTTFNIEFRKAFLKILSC
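Agonist-mode cell screen: cells plated at 1500/well and incubated overnight at 37 °C, then exposed to library compounds for 90 min at 37 °C. Detection reagent was added for 30–60 min at room temperature, and luminescence was read.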
D3 antag = antagonists of human D3 dopamine receptor | D3R cells, DiscoveRx beta-arrestin luminescence, antagonist mode; stronger effect = lower value | actives 2.5% (n = 360,000) | max response, negative = inhibition, %; in the data active means max response below about -50%; inconclusive means no clear call, values can overlap the other calls; further: on the % scale 0 is the no-effect control and ±100 the full control effect; mostly tested at two doses, the higher about 12 µM
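Cells expressing the human receptor were seeded at 1500 cells/well, incubated overnight at 37 degrees C in 5% CO2, then exposed to library compounds with dopamine controls for 90 minutes at 37 degrees C before luminescent detection.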
Akt phos inh = inhibitors of Akt phosphorylation | Neuro2A IGF-stimulated pAkt S473 HTRF, 20 min; stronger effect = lower value | activity change, % for hits at 50 µM | actives 0.32% (n = 360,000); in the data active means activity change below about -80%; inconclusive means mostly about -51% to -80%; further: on the % scale 0 is the no-effect control and ±100 the full control effect
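Single-point screen (50 µM final compound) in Neuro2A cells stimulated 20 min with 6 nM IGF at 37 deg C. After lysis, Ser473-phosphorylated Akt read by HTRF (ex 330 nm, em 615/665 nm) as the 665/615 ratio.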
EPAC2 antag = blocks human EPAC2 exchange factor | EPAC2 GEF exchange of Rap1B-BODIPY-GDP, fluorescence | Potency, µM (highest dose often 114 µM), for inactives: at the highest dose activity, negative = inhibition, actives largely listed as inhibitors | actives 0.18% (n = 360,000) | AID 720708; further: potency means the concentration at half of the fitted maximal effect; on the % scale 0 is the no-effect control and ±100 the full control effect; nearly all actives have a fitted effect of over 45% in size; many of its hits are not listed in these tables
EPAC2 ag = activates human EPAC2 exchange factor; actives 0.079% (n = 360,000); Potency, µM (titrated, usually from 154 µM), for inactives: at the top dose activation, usual class: activators; AID 720711; EPAC2 activation, biochemical qHTS; response scale: 100% = 6.5 mM cAMP response; further: potency means the concentration at half of the fitted maximal effect; nearly all actives have a fitted effect of over 50% in size
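Each well held 100 nM EPAC2, 250 nM RAP1B-BODIPY-GDP and 50 uM GDP. Fluorescence, read at 5-min intervals to 30 min, was referenced to a 6.5 mM cAMP positive control.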
MmCpn inh = inhibitors of Methanococcus maripaludis chaperonin (MmCpn); purified Mm-Cpn ATPase, ADP Transcreener TR-FRET; Potency, µM (top dose mostly 76.9 µM), without a hit: top-dose activity, negative = inhibition, usual class: inhibitors; actives 0.031% (n = 330,000); AID 504842; further: potency means the concentration at half of the fitted maximal effect; on the % scale 0 is the no-effect control and ±100 the full control effect; nearly all actives have a fitted effect of over 80% in size
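25 nM Mm-CPN + cpd, 10 min 37°C; + 10 uM ATP, 30 min 37°C; buffer 30 mM Tris pH 7.4, 100 mM KCl, 5 mM MgCl2, 1 mM DTT; Transcreener ADP HTRF detection 30 min RT.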
CCT modulator = changes cytosolic chaperonin activity; purified chaperonin ATPase assay, HTRF ADP detection, 30 min; activity change, % (test concentration not listed), hits read low; actives 0.3% (n = 360,000); in the data active means activity change below about -30%; further: on the % scale 0 is the no-effect control and ±100 the full control effect
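TRiC (40 or 20 nM final, by batch activity) in 30 mM Tris pH 7.4, 100 mM KCl, 5 mM MgCl2, 1 mM DTT was treated with compound at 76 uM single dose, then 10 uM ATP, 30 min at 37 °C. ADP was read by HTRF Transcreener.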
* hit, by the source's call; i = inactive; u = inconclusive; x = not tested or not shown; [ ] = another dose, or the depositor's remark. Unless noted, the call rests on the fitted dose curve; in most records, active means well fitted curve in the direction sought with a large enough effect; inconclusive means small, poorly fitted or top-dose-only effect, or another doubt; inactive means no such curve, though single readings can be large; an effect the other way counts as inactive or inconclusive.

SMILES | PTHR1 agonist | DRD3 agonist | D3 antag | Akt phos inh | EPAC2 antag | EPAC2 ag | MmCpn inh | CCT modulator
CCOC(=O)c1c(C)[nH]c(C)c1C(=O)CSc1nc2ccccc2n1CCC#N | i | 3 | 5 | i | 3% | -6% | 0% | -1.9
Cc1cc(Br)c(Oc2cc(NN3CCCCC3)c([N+](=O)[O-])cc2[N+](=O)[O-])c(Br)c1 | -18% | 10 | -12 | i | -15% | -2% | x | 1.2
Cc1cc(C)c2nc(NC(=O)[C@@H](NC(=O)c3cccc(S(=O)(=O)N4CCOCC4)c3)C(C)C)sc2c1 | i | -1 | u | i | 6% | -1% | -25% | -0.1
Cc1ccc(C(=O)C(C)OC(=O)c2ccc(Cl)nc2)cc1 (centres undefined) | -9% | 1 | -12 | i | -6% | 3% | -3% | -4.6
O=C(Nc1ccccc1N1CCOCC1)C1=COCCO1 | -22% | -8 | -17 | i | 6% | 15% | 1% | -0.6
CCCNC(=O)C1CC(=O)N(c2ccc(OCC)cc2)C1 (centres undefined) | i | 4 | 17 | i | 15% | -1% | -7% | 1.2
C[C@@H](C(=O)N1CCN(C(=O)OC(C)(C)C)CC1)n1cc(CCCN=C(NC(=O)OC(C)(C)C)NC(=O)OC(C)(C)C)nn1 | i | 1 | -29 | i | -11% | -3% | x | 1.4
CN1CCN(NC(=O)CN2C(=O)/C(=C/c3c(Cl)cccc3Cl)SC2=S)CC1 | i | 2 | 7 | i | -4% | 0% | 0% | 0.2
COc1ccc(C)cc1NC(=O)Nc1cnccn1 | -5% | -3 | 3 | i | -7% | 0% | 2% | 0.1
Cn1nnnc1SCC(=O)N1CCN(c2cccc(Cl)c2)CC1 | -1% | -9 | 3 | i | 17% | -2% | -2% | 2.4
COCCCN(Cc1cccs1)S(=O)(=O)c1c[nH]c(C(=O)OC)c1 | i | 3 | 3 | i | -6% | 1% | -1% | -0.7
CCc1nnc(NC(=O)CN2CCN(Cc3cccc(OC)c3)CC2)s1 | u | 10 | -2 | i | -6% | 1% | 1% | -2.5
C=CCNC(=O)c1onc(CSc2ccccc2C)c1C(=O)O | -13% | -20 | -27 | i | 8% | -3% | 1% | 0.2
Cc1ccc(NC(=O)COC(=O)Cn2c(C)csc2=O)cc1 | 0% | -10 | -24 | i | -4% | 5% | 0% | -0.1
O=C(NCc1ccc(Cl)nc1)c1csc([C@@H]2C[C@H](O)[C@@H](CO)O2)n1 | -9% | -9 | 0 | i | -14% | -3% | x | -0.3
CC(NS(=O)(=O)c1cc(C(F)(F)F)ccc1Cl)C(=O)N(C)C1CCN(C)CC1 (centres undefined) | i | 4 | 17 | i | 2% | -1% | -1% | -0.6
O=S(=O)(Nc1cccnc1Cl)c1ccc(F)cc1 | -4% | 2 | -6 | i | 9% | 7% | 4% | -4.2
COc1nc(-c2cnccn2)sc1C | -3% | -13 | -17 | i | 1% | 3% | 1% | -1.3
COc1ccc(CNC(=O)C2(CC3CC(c4ccccc4)=NO3)CCN(C(=O)OC(C)(C)C)CC2)cc1 (centres undefined) | -31%[inhibitor] | 7 | -12 | i | -29% | -4% | x | -2.4
COc1ccc(S(=O)(=O)N2CCC(C(=O)NCc3ccncc3)CC2)cc1OC | i | 5 | 4 | i | 1% | 7% | 2% | 0.3
Nc1nc(SCC(=O)O)[nH]c(=O)c1NC(=O)c1ccccc1F | i | -4 | -2 | i | 0% | 2% | 6% | -1.0
COc1cc(C(=O)N2CCN(c3cccc(C)c3C)CC2)ccc1OCC(=O)N1CCOCC1 | -53%[inhibitor] | 1 | 12 | i | -8% | -11% | -1% | -2.8
Cc1ccccc1Cc1n[nH]c(=S)n1N | -27% | -10 | -15 | i | 2% | -1% | 0% | -2.5
COc1cc2c(cc1NC(=O)CN1CCN(S(=O)(=O)c3ccc(C)cc3)CC1)oc1ccccc12 | i | 0 | 23 | i | 14% | 1% | x | -1.2
C[C@H]1CN([C@@H](C)CO)C(=O)CCCn2nncc2CO[C@@H]1CN(C)Cc1ccc(Cl)c(Cl)c1 | -23% | 2 | 15 | i | -2% | 5% | x | 1.1
Cc1ccc2cccc(N)c2n1 | -21% | 0 | -11 | i | -1% | 3% | u | 0.6
CC(C)CN1CCNC(=O)C1CC(=O)NCCCN1CCCc2ccccc21 (centres undefined) | 1% | 5 | 4 | i | 2% | 4% | -1% | -1.9
CN1CCc2c(sc(/N=C/c3cccs3)c2C(N)=O)C1 | i | -9 | -23 | i | 28% | 10% | -2% | -4.1
Cc1n[nH]c(C)c1CCc1nc2c3ccccc3nc(SCC(=O)Nc3ccccc3F)n2n1 | i | 3 | 4 | i | -8% | 0% | -2% | -1.2
Nc1nc(OCC(F)(F)F)cc(Oc2ccccc2F)n1 | i | 15 | 15 | x | -14% | -6% | 1% | -2.9

Ordered by molar mass (rising): 3 of the compounds above
SMILES | PTHR1 agonist | DRD3 agonist | D3 antag | Akt phos inh | EPAC2 antag | EPAC2 ag | MmCpn inh | CCT modulator
Nc1nc(SCC(=O)O)[nH]c(=O)c1NC(=O)c1ccccc1F | i | -4 | -2 | i | 0% | 2% | 6% | -1.0
Cc1n[nH]c(C)c1CCc1nc2c3ccccc3nc(SCC(=O)Nc3ccccc3F)n2n1 | i | 3 | 4 | i | -8% | 0% | -2% | -1.2
COc1ccc(CNC(=O)C2(CC3CC(c4ccccc4)=NO3)CCN(C(=O)OC(C)(C)C)CC2)cc1 (centres undefined) | -31%[inhibitor] | 7 | -12 | i | -29% | -4% | x | -2.4

Later entries
SMILES | PTHR1 agonist | DRD3 agonist | D3 antag | Akt phos inh | EPAC2 antag | EPAC2 ag | MmCpn inh | CCT modulator
O=C(Nc1cccnc1Oc1ccc(Cl)cc1)c1cccc2ccccc12 | i | 0 | 1 | i | -7% | 14% | 2% | -1.0
O=C(O)c1ccc2c(=O)n(-c3ccc(F)cc3)c(=S)[nH]c2c1 | u | -8 | -19 | i | -1% | 4% | 1% | -2.9
Cc1nc2ccc(S(=O)(=O)NCC(=O)NCCc3ccc(Cl)cc3)cc2s1 | i | 7 | -11 | i | -4% | 5% | 2% | -2.4
O=C(CSc1nnc(Cc2ccccc2)o1)NC1CCCCC1 | -10%[57.5 µM] | -4 | -13 | i | -2% | 11% | 2% | -2.2
CC(C)c1ccc(/C=N\NC(=O)c2ccc(Cn3cccn3)o2)cc1 | -42% | -8 | -24 | i | -4% | -4% | -2% | -2.7
Cc1nc(C(C)NC(=O)c2cc(COc3ccc(C)c(C)c3)on2)c(C)s1 (centres undefined) | -26% | -13 | 2 | i | -4% | 18% | 2% | 1.6
O=C(CSc1ccc2nnc(-c3ccccn3)n2n1)NCC1CCCO1 (centres undefined) | i | -2 | -3 | i | -7% | 6% | 2% | -1.0
C[C@H](CO)N1C[C@H](C)[C@H](CN(C)C(=O)Nc2ccc(C(F)(F)F)cc2)OCc2cnnn2CCCC1=O | -14% | 2 | 2 | i | 2% | 6% | x | -2.3
COc1ccc(CN2C(=O)C(CC(=O)NCc3cccs3)CC(C(=O)N3CCOCC3)=C2C)cc1 (centres undefined) | -21% | 7 | 21 | i | 1% | 14% | x | -2.2
COc1ccc(N2CCN(C(=O)c3ccc(N4CCCCS4(=O)=O)cc3)CC2)cc1 | 0% | -1 | 6 | i | 4% | 3% | -2% | -1.5
Cc1nn(CC(O)Cn2cnc3c2c(=O)n(C)c(=O)n3C)c(C)c1Br (centres undefined) | -2%[57.5 µM] | -5 | -5 | i | 9% | 1% | -1% | -0.7
Cc1cccc(C)c1NC(=O)c1ccc2sc([C@H]3C[C@H](O)[C@@H](CO)O3)nc2c1 | i | -6 | -25 | i | 33% | 11% | x | -2.3
O=C(O)/C=C/C(=O)NC1CCS(=O)(=O)C1 (centres undefined) | -8% | 8 | -21 | i | 1% | 12% | 2% | -20
Cc1cccc(-c2nc(CN3CCCC(C(=O)NC4CCC(C)CC4)C3)c(C)o2)c1 (centres undefined) | -20%[57.5 µM] | 2 | u | i | 2%[57.1 µM] | 9% | -2% | -2.7
COc1ccc(NC(=O)CCN2CCN(S(=O)(=O)c3cc(Cl)ccc3Cl)CC2)cc1 | -10%[57.5 µM] | 2 | -15 | i | -1% | 8% | 0% | 5.2
Cc1cc2n(n1)C(c1ccc(N(C)C)cc1)Nc1ccccc1-2 (centres undefined) | i | -1 | 5 | i | 1% | 3% | -1% | 1.8
O=C1C(C2=NC(c3ccccn3)C3C(=O)N(c4ccc(OC(F)(F)F)cc4)C(=O)C23)=C(O)c2ccccc21 (centres undefined) | i | -16 | -17 | i | 18% | -10% | -4% | -4.8
C[C@H]1C(c2ccc(F)cc2)=NN(c2ccccc2)[C@@H]1CO | i | 35* | 10 | i | u | 6% | -9% | 1.7
Cc1ccc(Nc2c([N+](=O)[O-])ccc3c2=NC2(CCCCC2)N=3)cc1 | -25% | -5 | 8 | i | 1% | 5% | 0% | -1.2
COc1cc(NS(=O)(=O)c2ccc(Br)cc2)c(OC)cc1NC(=O)c1ccco1 | -14%[57.5 µM] | 2 | -12 | i | -6% | 15% | 1% | -2.2
CN(C)c1ccc(P(=O)(OCc2ccccc2)C(O)c2ccncc2)cc1 (centres undefined) | i | -5 | 3 | i | 4% | 10% | -2% | -6.2

In the list so far, seven have an aryl thioether with sulfur outside any ring.
SMILES | PTHR1 agonist | DRD3 agonist | D3 antag | Akt phos inh | EPAC2 antag | EPAC2 ag | MmCpn inh | CCT modulator
CCOC(=O)c1c(C)[nH]c(C)c1C(=O)CSc1nc2ccccc2n1CCC#N | i | 3 | 5 | i | 3% | -6% | 0% | -1.9
Cn1nnnc1SCC(=O)N1CCN(c2cccc(Cl)c2)CC1 | -1% | -9 | 3 | i | 17% | -2% | -2% | 2.4
C=CCNC(=O)c1onc(CSc2ccccc2C)c1C(=O)O | -13% | -20 | -27 | i | 8% | -3% | 1% | 0.2
Nc1nc(SCC(=O)O)[nH]c(=O)c1NC(=O)c1ccccc1F | i | -4 | -2 | i | 0% | 2% | 6% | -1.0
Cc1n[nH]c(C)c1CCc1nc2c3ccccc3nc(SCC(=O)Nc3ccccc3F)n2n1 | i | 3 | 4 | i | -8% | 0% | -2% | -1.2
O=C(CSc1nnc(Cc2ccccc2)o1)NC1CCCCC1 | -10%[57.5 µM] | -4 | -13 | i | -2% | 11% | 2% | -2.2
O=C(CSc1ccc2nnc(-c3ccccn3)n2n1)NCC1CCCO1 (centres undefined) | i | -2 | -3 | i | -7% | 6% | 2% | -1.0

Screening data as filed in PubChem BioAssay.

This is a subset; rates above refer to the full screens.
